Screening results (PubChem BioAssay)
MLLE-PAM2 inh: inhibitors of PABP1 MLLE–PAM2 peptide binding, primary screen, biochemical, fluorescence polarization, FITC-PAM2, GST-MLLE | Polyadenylate-binding protein 1 (Homo sapiens), P11940 | inhibition, % at 20 µM | hit rate 0.36% among 360,000 | AID 588489, 2011; in the data active means inhibition above about 35%, passing the limit was not always enough;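 further: plate controls were DMSO wells with GST-MLLE for no effect and wells lacking GST-MLLE protein for full effect; some results filed as inactive read as strong as hits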
MsrA inhibitor: bovine MsrA enzyme inhibitors, primary screen, biochemical, absorbance, HTS. Methionine sulfoxide reductase A (Bos taurus). purified bovine MsrA, absorbance read-out. inhibition, % at 15.5 µM. hit rate 0.75% among 360,000. AID 651718, 2012; in the data active means inhibition above about 4.5%;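 further: 0% = vehicle wells with enzyme and 100% = reference inhibitor wells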
FAS TE block: FAS thioesterase domain inhibitors, primary screen, biochemical, fluorescence intensity, uHTS; Fatty acid synthase (Homo sapiens), P49327; inhibition, % at 15 µM; hit rate 0.67% among 360,000; recombinant FAS-TE, OMFH fluorogenic substrate, fluorescence endpoint;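 active means compounds whose normalised, plate-corrected inhibition of enzyme fluorescence in the single-dose primary screen is 50% or more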;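 further: 0% = DMSO with enzyme and 100% = substrate without enzyme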
MsrA act: bovine MsrA enzyme activators, primary screen, biochemical, absorbance, HTS. purified bovine MsrA, absorbance read-out. hit rate 0.3% among 360,000. activation, % at 10.6 µM; in the data active means activation above about 7.5%;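 further: 0% = vehicle and 100% = reference activator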
CSN inh: inhibitors of CSN-mediated cullin deneddylation, primary screen, biochemical, fluorescence polarization, uHTS. COP9 signalosome complex subunit 5 (Homo sapiens), Q92905. Purified CSN, SCF-Nedd8-OG deneddylation. inhibition, % at 12.5 µM. hit rate 0.38% among 360,000. AID 651999, 2013;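 active means pattern-corrected inhibition above about 35%, with an unprinted fluorescence ratio check between 0.5 and 1.5, limit read from the data, passing the limit was not always enough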;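 further: 0% = enzyme with substrate and 100% = substrate without enzyme; some results filed as inactive read as strong as hits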
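Detection – fluorescence polarization · System – HEK293T-derived human Csn5 enzyme · Controls – substrate-only high control, full reaction low control · Timing – 90 min, room temperature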
Rin1-Abl PPI inh: inhibitors of Rin1-Abl protein binding, primary screen, biochemical, TR-FRET. AID 588664, 2011. inhibition, % at 7.35 µM. hit rate 0.4% among 360,000. Tyrosine-protein kinase ABL1 (Homo sapiens) + Ras and Rab interactor 1 (Homo sapiens), …; in the data active means inhibition above about 5%, passing the limit was not always enough
Neddylation inh: inhibitors of cullin neddylation, primary screen, biochemical, TR-FRET, uHTS, NAE and Ubc12; calls only at 25 µM; hit rate 0.58% among 360,000; NEDD8-conjugating enzyme Ubc12 (Homo sapiens) + NEDD8-activating enzyme E1 regulatory …; in the data active means inhibition above about 36%
eLon inh: inhibitors of E. coli Lon protease, primary screen, biochemical, fluorescence polarization; P0A9M0; purified E. coli Lon protease; inhibition, % at 7.94 µM; hit rate 0.42% among 360,000; AID 602123, 2011; in the data active means inhibition above about 13%, passing the limit was not always enough;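 further: 0% = enzyme with probe and DMSO and 100% = no enzyme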
TbMetRS inhib: T. brucei MetRS inhibitors, primary screen, biochemical, luminescence; methionyl-tRNA synthetase (Trypanosoma brucei brucei); purified T. brucei MetRS, ATP depletion, Kinase-Glo luminescence; inhibition, % at 11.9 µM; hit rate 0.4% among 360,000;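 active means inhibition above a per-plate cutoff of the control wells' mean inhibition plus 3 SD, cut at about 5.5% in these data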;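 further: 0% = DMSO wells median and 100% = median of wells with control inhibitor compound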
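Material: T. brucei methionyl-tRNA synthetase, purified; reagent: substrates ATP, L-methionine and bulk Escherichia coli tRNA; dosing: 11.9 µM single point; timing: 15 min plus 2 h at 25 °C; detection: luminescence of leftover ATP; evaluation: % inhibition; control set: DMSO-only wells as low control; replicates: singlicate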
* hit, by the source's call; i = inactive; . = not tested or not shown.

SMILES	MLLE-PAM2 inh	MsrA inhibitor	FAS TE block	MsrA act	CSN inh	Rin1-Abl PPI inh	Neddylation inh	eLon inh	TbMetRS inhib
CC(=O)Nc1ccc(C(=O)N(C)c2ccccc2)cc1	-7	0.6	-6	0	0	-2	i	0	-0.5
O=C1C(=O)N(CCN2CCOCC2)C(c2cccnc2)/C1=C(/O)c1ccc(Cl)cc1 (configuration not stated)	11	1.0	-6	-4	-1	-2	i	-6	0.3
Cc1ccnc(NS(=O)(=O)c2ccc(NS(=O)(=O)c3cc(Cl)ccc3Cl)cc2)n1	7	0.0	-6	-1	-2	-3	i	2	0.3
CC(C)(CO)NS(=O)(=O)c1ccc2c(c1)C(=O)c1cc(S(=O)(=O)NC(C)(C)CO)ccc1-2	1	2.1	-6	-2	-3	-3	i	2	-0.5
CN(C(=O)COC(=O)CN1C(=O)c2ccccc2C1=O)c1c(N)n(Cc2ccccc2)c(=O)[nH]c1=O	-3	0.4	-8	-3	-5	-2	i	-8	-0.6
COc1ccc(NC(=O)CSCc2cc(=O)n3nc(C4CC4)sc3n2)cc1	9	-0.7	-5	-2	6	2	i	6	0.0
CC1(C(=O)Nc2ccc3c(c2)OCO3)CCN1Cc1csc2ccccc12 (configuration not stated)	0	-0.5	26	-2	-2	1	i	-2	0.3
O=C(O)CCCC(=O)N1N=C(c2ccccc2)CC1c1ccc2nccnc2c1 (configuration not stated)	-2	1.0	-12	-4	-3	3	i	-1	-0.2
Cc1cc(C)c2nc(-c3ccccn3)cc(C(=O)NCc3ccc(S(N)(=O)=O)cc3)c2c1	-8	1.0	-8	-6	-4	-1	i	0	-0.7
NCCNc1ccc([N+](=O)[O-])c(NC2CC2)c1	9	0.0	-12	2	-8	-11	i	-3	-0.8
COc1cc(/C=C/C(=O)O)ccc1S(=O)(=O)N1CCCc2ccccc21	4	0.8	-6	-8	6	0	i	1	-0.8
O=S(=O)(Oc1ccccc1)c1cccnc1	-12	-0.8	-4	-1	4	-3	i	-6	-1.1
Cc1onc(-c2ccccc2Cl)c1C(=O)N(C)CC(=O)Nc1ccc(F)c(F)c1F	12	-0.6	-4	-4	-4	2	i	-16	-0.3
O=C(Nc1sccc1C(=O)N1CCOCC1)c1cccnc1	7	.	-8	-4	-1	-2	i	2	-0.6
COc1ccccc1CNC(=O)COC(=O)c1ccc(Cl)nc1	-30	-0.4	-4	-2	4	3	i	-9	-0.1
CNc1nc(C23CC4CC(CC(C4)C2)C3)cs1	2	1.5	-1	-3	0	1	i	1	-0.1
CN(C)c1nc2c(c(=O)n(C)c(=O)n2C)n1Cc1ccccc1	-2	-0.4	-3	-4	-4	-1	i	5	0.4
Cc1noc(NC(=O)c2cccc(Cl)c2Cl)c1C#N	6	0.5	-5	-3	-10	1	i	18	-0.3
COc1ccc(C2N(C(C)=O)CCCN2S(=O)(=O)c2ccc(C)cc2)cc1 (configuration not stated)	-10	-1.2	-2	0	0	1	i	4	0.1
CC(C)Oc1cc(N)c(Cl)cc1Cl	-11	0.1	1	-3	-8	2	i	1	-0.3

Already shown: entries from further up.
SMILES	MLLE-PAM2 inh	MsrA inhibitor	FAS TE block	MsrA act	CSN inh	Rin1-Abl PPI inh	Neddylation inh	eLon inh	TbMetRS inhib
Cc1cc(C)c2nc(-c3ccccn3)cc(C(=O)NCc3ccc(S(N)(=O)=O)cc3)c2c1	-8	1.0	-8	-6	-4	-1	i	0	-0.7
NCCNc1ccc([N+](=O)[O-])c(NC2CC2)c1	9	0.0	-12	2	-8	-11	i	-3	-0.8

Full records, quoted from the list. Screens in order: MLLE-PAM2 inh	MsrA inhibitor	FAS TE block	MsrA act	CSN inh	Rin1-Abl PPI inh	Neddylation inh	eLon inh	TbMetRS inhib
COc1ccc(NC(=O)CSCc2cc(=O)n3nc(C4CC4)sc3n2)cc1 as listed: 9	-0.7	-5	-2	6	2	i	6	0.0
Cc1onc(-c2ccccc2Cl)c1C(=O)N(C)CC(=O)Nc1ccc(F)c(F)c1F as listed: 12	-0.6	-4	-4	-4	2	i	-16	-0.3
COc1ccc(C2N(C(C)=O)CCCN2S(=O)(=O)c2ccc(C)cc2)cc1 (configuration not stated) as listed: -10	-1.2	-2	0	0	1	i	4	0.1
NCCNc1ccc([N+](=O)[O-])c(NC2CC2)c1 as listed: 9	0.0	-12	2	-8	-11	i	-3	-0.8
CC(=O)Nc1ccc(C(=O)N(C)c2ccccc2)cc1 as listed: -7	0.6	-6	0	0	-2	i	0	-0.5

Next compounds follow:
SMILES	MLLE-PAM2 inh	MsrA inhibitor	FAS TE block	MsrA act	CSN inh	Rin1-Abl PPI inh	Neddylation inh	eLon inh	TbMetRS inhib
COc1ccc(N2CCN(CCNC(=O)CCCn3c(=O)[nH]c4cc(Cl)ccc4c3=O)CC2)cc1	-11	-0.5	-6	-3	3	2	i	4	-0.8
CCOC(=O)c1c(C)[nH]c(C)c1S(=O)(=O)N(C)CC(=O)NCc1ccc(F)cc1	5	-0.7	-3	-3	3	0	i	-11	-0.2
Cc1cc2c3c(c1)C(C)(c1ccccc1)CC(C)(C)N3C(=O)C21C(C#N)=C(N)OC2=C1C(=O)CC(C)(C)C2 (configuration not stated)	7	0.3	20	1	-7	-2	i	8	-0.7
Cc1ccc(Nc2c([N+](=O)[O-])c(=O)oc3ccccc23)cc1	9	1.7	5	-10	-3	-4	i	-4	-0.5
NC(=O)C1CCN(C(=O)CN(c2cccc(Cl)c2)S(=O)(=O)c2ccccc2)CC1	-7	-0.3	-4	-2	5	4	i	-9	0.3
NS(=O)(=O)c1cccc(NC(=O)COC(=O)CC2Sc3ccccc3NC2=O)c1 (configuration not stated)	-14	-0.7	-5	-1	2	0	i	-6	-0.1
Cn1c(C(=O)O)c(CC(=O)Nc2ccc(F)cc2F)c2ccccc21	-3	-0.5	-5	1	3	1	i	0	-0.2
CCOC(=O)c1sc(=S)n(Cc2ccccc2)c1C	-4	1.1	31	-4	-1	2	i	11	-0.4
C=CCOC(=O)C1=C(C)NC(SCC(N)=O)=C(C#N)C1c1ccc(C)cc1 (configuration not stated)	11	-0.6	26	-1	-5	0	i	-6	-0.9
CC1=NN(c2nc(-c3ccccc3)cs2)C(=O)C1	11	0.7	-1	-5	3	1	i	4	0.5
COc1ccc(S(=O)(=O)NCC(=O)N(CC(=O)NCC2CCCO2)c2ccccc2C)cc1 (configuration not stated)	-3	-0.3	-4	-10	1	0	i	-5	-1.8
CCN(CC)C(=O)CSc1nnc(-c2ccco2)n1N	7	-0.7	-9	-2	-4	-1	i	8	-0.2
CCOC(=O)c1c(C)[nH]c(C(=O)OC(C)C(=O)NC2(C#N)CCCCC2)c1C (configuration not stated)	-4	-1.3	0	-2	-2	3	i	-10	-0.3
CCC(Sc1nc2ccsc2c(=O)n1Cc1ccc(C(=O)O)cc1)C(=O)Nc1cccc(OC)c1 (configuration not stated)	-3	-1.0	-10	3	2	-5	i	6	-0.1
Cc1ccc(/C=C2\SC(=S)N(CCC(=O)NNS(=O)(=O)c3ccccc3)C2=O)cc1	-22	.	0	2	3	-3	i	-6	0.1
Nc1nc(N)nc(-c2cccc(Cl)c2Cl)n1	-9	-1.5	-17	-1	-4	2	i	1	-0.2
O=C(NNc1c(Cl)cc(Cl)cc1Cl)c1n[nH]c(=O)c2ccccc12	8	-0.1	-6	-8	3	-2	i	-4	1.1
CCN(CC)CCNC(=O)/C(=C\c1cccn1C)NC(=O)c1cccs1	0	4.2	-8	-6	6	2	i	-6	0.2
CCCCN(CCCC)Cc1cc(=O)oc2ccccc12	11	0.3	8	0	-5	2	i	3	0.3
CC(=O)c1cccc(NC(=O)C2CC(=O)N(c3cccc(C)c3C)C2)c1 (configuration not stated)	-5	-2.3	-3	-12	1	1	i	6	-1.1
CN1CCN(c2ccc(NC(=O)c3cccc(OCc4ccccc4)c3)cc2)CC1	2	0.2	-4	-3	-2	-5	i	3	-0.5
CCCCNC(=O)CN1C(=O)COc2ccc(S(=O)(=O)N3CCCCCC3)cc21	2	0.2	3	1	1	0	i	-7	0.7
CCN(CC)C(=O)Cn1cc(S(=O)(=O)CC(=O)Nc2ccccc2F)c2ccccc21	10	1.2	-3	-1	-4	-3	i	5	-0.5
c1ccc(-c2nc3c4ccccc4ccn3c2CN2CCCCC2)cc1	-3	0.6	16	-3	-3	2	i	-4	-0.9
COc1ccc(NC(=O)CC(C)(C)C)c([N+](=O)[O-])c1	-2	0.3	-7	7	5	1	i	-1	0.0
CC1CCN(C(=O)CCCOc2cc(=O)n(C)c3ccccc23)CC1	16	-0.1	-8	2	0	-2	i	-11	-0.4
O=[N+]([O-])c1ccc(N2CCN(c3ccccc3F)CC2)c(S(=O)(=O)N2CCOCC2)c1	-34	-0.5	38	0	0	-2	i	-5	-0.3
Cc1cc(C)cc(NC(=O)COC(=O)Cc2ccccc2F)c1	-11	-0.4	-6	-1	-4	1	i	1	-0.4
CCC(C)NC(=O)CSc1ccc(NC(C)=O)cc1 (configuration not stated)	5	0.7	-7	-9	-8	-1	i	-5	-0.9
COc1ccc(OCCSc2nnc(Cc3cccc4ccccc34)n2N)cc1	-96	-0.8	1	-5	-2	0	i	-7	-0.5
COC(=O)C1=C(C)C(c2ccc(OC)cc2OC)NC(=O)N1 (configuration not stated)	2	0.5	-8	-2	0	-2	i	-7	-0.2
Cc1cc(NC(=O)CSCC(=O)NCc2cccc(C(F)(F)F)c2)no1	-2	0.9	-4	-2	5	1	i	-9	-0.1
CCCCn1c(N(CCOC(C)=O)C(C)=O)nc2ccccc21	6	-0.9	-7	-2	-5	-4	i	6	-0.7

A different layout for part of the listing above:
Sequence of screens: MLLE-PAM2 inh	MsrA inhibitor	FAS TE block	MsrA act	CSN inh	Rin1-Abl PPI inh	Neddylation inh	eLon inh	TbMetRS inhib
> COc1ccc(OCCSc2nnc(Cc3cccc4ccccc34)n2N)cc1
→ -96	-0.8	1	-5	-2	0	i	-7	-0.5
> COC(=O)C1=C(C)C(c2ccc(OC)cc2OC)NC(=O)N1 (configuration not stated)
→ 2	0.5	-8	-2	0	-2	i	-7	-0.2
